# UBC9 SUMO inh: SUMOylation inhibition; HTRF SUMOylation assay, SAE1/SAE2 + UBC9, in vitro; inhibition, % at 35 µM; P63279; 290,000 compounds, 0.36% hits; in the data active = inhibition above about 50%, passing the limit was not always enough; also: strong numbers were not always called active
# FID counter: fluorescent intercalator displacement, NS3 helicase counter-screen | DNA fluorescent intercalator displacement, fluorescence | inhibition, % at 7.9 µM | 290,000 compounds, 0.17% hits | AID 1845; in the data active = inhibition above about 37%;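 also: 0% = vehicle and 100% = reference compound; higher means more ethidium bromide displaced from hairpin DNA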
# IDE cell inh: inhibitors of human insulin-degrading enzyme in cells; P14735; HEK cells, FAbetaB cleavage, fluorescence polarization; inhibition, % at 5.59 µM; 320,000 compounds, 0.41% hits;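 active = percent inhibition above the average of all tested compounds plus 3 SD, set per screening campaign, cut at about 16% in these data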;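 also: IDE supplied by intact live HEK cells; FP after avidin binding of uncleaved biotin substrate so inhibition keeps polarization high; 0% = DMSO wells and 100% = 60 µM reference IDE inhibitor Ii1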
# IDE cell activ: IDE (human) activation, cell-based | P14735 | HEK cells, FAbeta-B cleavage, fluorescence polarization; 0% vehicle, 100% cell-free pure enzyme wells | activation, % at 5.96 µM | 340,000 compounds, 0.073% hits | AID 493087;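 active = activation above the mean of all tested compounds plus 3 SD, set per screening campaign, cut at about 17% in these data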
# PfM18AAP inh: PfM18AAP enzyme inhibition; recombinant PfM18AAP, H-Glu-NHMec fluorogenic cleavage; inhibition, % at 7.35 µM; 290,000 compounds, 1.2% hits; AID 1822;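 active = inhibition above the campaign mean inhibition over all tested compounds plus 3 SD, cut at about 28% in these data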;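 also: 0% = plate median of test compound wells and 100% = 2 mM ZnCl2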
# pCIP destab: lowers stability of the mouse p/CIP coactivator protein | 290,000 compounds, 0.01% hits | F442A p/CIP-EGFP cells, EGFP fluorescence, 16 h | AID 1984 | decrease of EGFP signal, % at 10 µM;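 active = EGFP signal decrease of at least 30% at 10 µM or well 3 SD below plate mean, unless failing retest; inactive = the rest, including hits failing retest or dose response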; also: some compounds called inactive have numbers as strong as hits; many of its hits are not listed in these tables
# Target sequence (Q05BA5 1-1403): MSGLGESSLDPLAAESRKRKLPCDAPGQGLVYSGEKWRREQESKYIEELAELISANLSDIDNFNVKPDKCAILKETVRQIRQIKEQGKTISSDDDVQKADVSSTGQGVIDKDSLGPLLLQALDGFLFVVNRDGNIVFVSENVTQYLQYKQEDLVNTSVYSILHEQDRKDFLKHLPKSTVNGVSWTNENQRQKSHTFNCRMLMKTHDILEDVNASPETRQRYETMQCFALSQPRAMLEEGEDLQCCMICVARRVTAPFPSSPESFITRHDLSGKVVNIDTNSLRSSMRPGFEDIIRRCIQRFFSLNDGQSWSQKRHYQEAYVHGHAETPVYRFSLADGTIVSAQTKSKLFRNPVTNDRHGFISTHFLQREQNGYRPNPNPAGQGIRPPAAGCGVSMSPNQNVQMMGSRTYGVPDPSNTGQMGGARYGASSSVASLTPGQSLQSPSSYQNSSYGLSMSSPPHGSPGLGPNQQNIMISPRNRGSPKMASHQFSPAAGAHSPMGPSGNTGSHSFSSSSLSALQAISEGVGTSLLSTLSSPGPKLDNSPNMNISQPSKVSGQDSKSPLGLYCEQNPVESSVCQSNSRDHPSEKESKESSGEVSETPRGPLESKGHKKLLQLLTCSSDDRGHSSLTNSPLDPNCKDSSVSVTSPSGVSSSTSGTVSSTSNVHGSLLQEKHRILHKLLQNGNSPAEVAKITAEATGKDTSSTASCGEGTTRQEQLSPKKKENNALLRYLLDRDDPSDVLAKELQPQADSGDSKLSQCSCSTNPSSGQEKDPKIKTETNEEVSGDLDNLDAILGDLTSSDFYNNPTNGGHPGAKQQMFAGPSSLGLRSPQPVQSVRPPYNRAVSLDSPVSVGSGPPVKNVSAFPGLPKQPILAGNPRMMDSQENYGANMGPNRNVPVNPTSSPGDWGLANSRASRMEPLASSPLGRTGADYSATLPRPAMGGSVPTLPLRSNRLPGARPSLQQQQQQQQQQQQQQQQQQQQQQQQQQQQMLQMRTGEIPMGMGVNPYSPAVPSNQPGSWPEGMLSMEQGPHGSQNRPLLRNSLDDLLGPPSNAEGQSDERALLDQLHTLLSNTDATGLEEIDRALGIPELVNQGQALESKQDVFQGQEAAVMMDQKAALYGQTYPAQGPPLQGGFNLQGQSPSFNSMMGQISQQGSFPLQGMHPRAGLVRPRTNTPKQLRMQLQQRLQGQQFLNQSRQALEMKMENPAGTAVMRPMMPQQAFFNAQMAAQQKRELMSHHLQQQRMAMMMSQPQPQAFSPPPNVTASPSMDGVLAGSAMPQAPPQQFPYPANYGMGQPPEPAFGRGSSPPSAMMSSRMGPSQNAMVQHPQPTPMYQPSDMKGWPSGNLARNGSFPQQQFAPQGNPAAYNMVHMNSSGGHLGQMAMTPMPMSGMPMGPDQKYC
# NS3 helicase inh: blocks Hepatitis C virus NS3 helicase unwinding; inhibition, % at 10.9 µM; NS3 helicase DNA unwinding, Cy5 molecular beacon fluorescence; 290,000 compounds, 0.56% hits;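 active = inhibition above the mean of all tested compounds plus 3 SD, set per campaign, cut at about 35% in these data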;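 also: 0% = DMSO wells and 100% = thioflavine S control wells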
#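 System: Hepatitis C virus NS3 helicase domain fragment enzyme | Reagent: Annealed dual-labelled DNA beacon duplex, ATP-started | Compound dosing: 10.9 µM single point, 0.8% DMSO | Incubation: 1 h reaction at 25 °C, ATP-initiated | Technique: Cy5 fluorescence | Evaluation: Percent inhibition from t60/t0 fluorescence ratio | Benchmarks: Low DMSO, high thioflavine S at 110 µM | Replication: Singlicate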
# IMP-1 inhibitor: inhibitors of Pseudomonas aeruginosa IMP-1 metallo-beta-lactamase | purified IMP-1, nitrocefin hydrolysis, epi-absorbance fluorescence | inhibition, % at 5.6 µM | 290,000 compounds, 0.45% hits;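 active = inhibition above the mean plus 3 SD of all compounds in the same screening run, cut at about 4.5% in these data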;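 also: 0% = IMP-1 with DMSO and 100% = DMSO wells lacking enzyme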
#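 System: purified IMP-1; amount: IMP-1 0.2 nM before substrate addition; compound: single dose, 5.6 µM; times: 25 °C, 15 min preincubation, 25 min reaction; signal: Epi-absorbance via hydrolysed-nitrocefin quenching of white-plate fluorescence, 480/530 nm, EDTA stop; benchmarks: DMSO with and without IMP-1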
# VIM-2 inhibitor: inhibitors of Pseudomonas aeruginosa VIM-2 metallo-beta-lactamase | purified VIM-2, nitrocefin hydrolysis, epi-absorbance fluorescence | inhibition, % at 5.6 µM | 290,000 compounds, 0.89% hits | AID 1527;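 active = inhibition above the mean of all tested compounds plus 3 SD, cutoff set per screening run, cut at about 7.5% in these data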;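 also: red hydrolysis product quenches plate fluorescence so inhibitors raise well fluorescence; 0% = enzyme with DMSO and 100% = DMSO without enzyme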
# * marks the source's active call; other numbers are inactive results; x = no result given.
structure	UBC9 SUMO inh	FID counter	IDE cell inh	IDE cell activ	PfM18AAP inh	pCIP destab	NS3 helicase inh	IMP-1 inhibitor	VIM-2 inhibitor
CN(C)Cc1c(O)c(Cl)cc2c3c(c(=O)oc12)CCCC3	27.5	-8.3	-3.0	4.3	7.3	-6.9	9.6	3.3	0.3
CC(C)N(Cc1nc(-c2ccccc2)no1)C(=O)COc1ccccc1	8.0	-30.1	-0.4	4.9	-10.5	-9.2	-4.7	-3.9	-4.2
Cc1cccc(NC(=O)CN2NS(=O)(=O)c3ccccc3C2=O)c1	-2.7	-0.8	5.0	1.1	10.4	-16.3	0.9	-3.2	-1.9
Cn1c(=NC(=O)c2cccc([N+](=O)[O-])c2)sc2ccccc21	22.1	-2.1	-0.6	1.3	5.6	-5.7	5.5	-2.5	-3.5
O=C(CCSCc1ccccc1F)NCc1ccc(F)cc1	-3.5	-14.6	0.1	4.4	9.3	0.3	-10.6	-4.6	-3.0
CCCN1C(=O)/C(=C/c2ccc(C)s2)NC1=S	-18.9	-3.7	2.5	2.9	-1.2	-15.2	7.5	-2.6	-2.4
CC(C)c1ccc(-c2nc(N3CCOCC3)[nH]c(=O)c2C#N)cc1	10.2	1.7	3.9	5.8	-5.5	1.9	11.6	-0.8	0.3
COC(=O)c1cc(CNC(=O)c2cccc(Cl)c2)ccc1OC	-5.5	0.1	-0.5	-7.0	1.1	3.3	3.8	0.2	-2.6

structure	UBC9 SUMO inh	FID counter	IDE cell inh	IDE cell activ	PfM18AAP inh	pCIP destab	NS3 helicase inh	IMP-1 inhibitor	VIM-2 inhibitor
CCC1C(=NO)C(CC)C(c2ccccc2)NC1c1ccccc1 (configuration not stated)	-26.3	-2.9	0.1	3.1	0.9	5.0	3.8	-1.0	-2.9
COc1cc2c(cc1OC)CC(=O)NC=C2	-3.0	1.0	5.4	5.1	-8.1	12.9	-15.8	-0.9	1.4
CCOc1ccc(NC(=O)CC2C(=O)N(c3ccc(OC)c(Cl)c3)C(=S)N2C2CC2)cc1 (configuration not stated)	8.7	-2.9	4.3	3.9	5.2	15.8	-7.5	-1.1	-0.9
COc1ccc(CNC(=O)C2CCCN(S(=O)(=O)c3ccc(F)cc3)C2)cc1 (configuration not stated)	-2.8	-30.4	4.5	5.9	4.6	6.4	9.8	-1.0	0.1
O=C(CCN1CCN(Cc2ccccc2)CC1)Nc1ccccc1Cl	-0.9	-0.2	-1.2	0.4	-8.7	-12.0	-5.1	-1.2	0.3
O=[n+]1c2c(n([O-])c3cc(Cl)ccc31)CCCC2	9.4	-4.6	7.1	2.9	10.8	-5.4	3.8	-1.4	-8.5
C=CCN(CC=C)CCOc1ccccc1F	-6.0	7.7	-1.4	3.3	-0.7	-5.0	-3.0	-2.9	-0.8
Cc1ccc(CNCc2cccnc2)cc1	7.9	0.9	-0.4	-2.1	-4.4	3.5	0.9	-3.6	-1.8

structure	UBC9 SUMO inh	FID counter	IDE cell inh	IDE cell activ	PfM18AAP inh	pCIP destab	NS3 helicase inh	IMP-1 inhibitor	VIM-2 inhibitor
COc1ccccc1/C=N/NC(=O)c1cccc(NC(=O)c2ccccc2C)c1	4.1	-31.0	4.8	3.0	2.8	-5.5	1.8	-1.5	-4.6
CCOc1ccc(CCNC(=O)c2c(C)nn(-c3ccccc3)c2Cl)cc1OCC	8.3	-32.6	-2.1	-5.7	-1.5	-0.2	-9.7	-1.8	-2.6
CCc1ccc2nc(NC(=O)c3ccc4c(=O)[nH]c(CN5CCOCC5)nc4c3)sc2c1	x	-3.9	3.9	x	0.1	-5.7	-3.1	-3.7	-3.2
CCOC(=O)CN1C(=O)S/C(=C/c2ccc(OCc3ccc(C(=O)O)cc3)cc2)C1=O	9.1	-23.2	4.9	1.9	-12.7	-3.8	42.2*	0.4	0.2
COc1ccc(-c2nc(CCNC(=O)c3ccco3)cs2)cc1OC	23.0	-21.7	-1.1	4.7	2.1	-10.3	-0.9	-0.2	-1.2
COCCNC(=O)/C(C#N)=C/c1cn(CC(=O)NCc2ccco2)c2ccccc12	26.2	-7.4	2.3	0.5	-1.2	1.1	6.3	-3.3	-1.2
Cc1ccc(S(=O)(=O)Cn2nnnc2C(c2ccc(F)cc2)N2CCCCC2)cc1 (configuration not stated)	-0.7	2.5	7.3	1.4	-0.9	-16.2	-1.9	-3.6	-2.4
O=C(NCC1(O)CCCCC1)C1CCC(=O)N(CCc2ccccc2)C1 (configuration not stated)	-1.3	-16.4	-4.8	6.0	-9.8	-7.4	5.6	-1.5	0.1

structure	UBC9 SUMO inh	FID counter	IDE cell inh	IDE cell activ	PfM18AAP inh	pCIP destab	NS3 helicase inh	IMP-1 inhibitor	VIM-2 inhibitor
Oc1ccc(C(=S)N2CCCCCC2)cc1	-13.8	8.7	-1.3	4.9	-5.1	-4.4	-1.6	0.6	2.7
CCOC(=O)c1csc(N/N=C2\CCCc3ccccc32)n1	10.8	-21.3	2.5	0.9	2.0	-9.2	-6.1	-3.2	-4.1
COc1ccc(Cl)cc1CN1CCOCC1	22.1	1.2	-3.4	4.5	-7.7	-8.2	4.1	-2.8	-2.3
COc1cccc(C(=O)Nc2ccccc2F)c1	16.1	0.4	1.8	0.7	-8.3	-7.1	13.8	-0.5	2.2
CC(C)(C)CC(=O)Nc1ccc(S(=O)(=O)N2CCCC2)cc1	5.2	-13.0	8.5	-0.1	-9.1	-37.9	-2.9	-1.8	-0.9
CCS(=O)(=O)Nc1c(C(=O)O)[nH]c2ccccc12	38.9	-19.2	5.3	-1.5	-7.9	-7.8	3.9	-2.3	-2.0
O=C(OCC#CCSc1nnc(-c2ccc(Br)cc2)o1)c1ccco1	25.1	-4.7	-0.9	4.7	-1.4	-20.8	1.9	-2.3	-5.5
O=C(CCNC(=O)C1CCN(S(=O)(=O)c2ccccc2)CC1)NCCc1ccc(Cl)cc1	5.0	-58.1	0.0	0.3	-1.8	-9.7	-20.3	-3.7	-3.8

structure	UBC9 SUMO inh	FID counter	IDE cell inh	IDE cell activ	PfM18AAP inh	pCIP destab	NS3 helicase inh	IMP-1 inhibitor	VIM-2 inhibitor
CN(C)S(=O)(=O)c1ccc(C(=O)OCC2CC2(Cl)Cl)cc1 (configuration not stated)	-4.3	-15.1	-3.7	1.9	-3.2	-1.7	-10.8	-1.6	-1.6
O=C(COC(=O)c1cc(=O)[nH]c(=O)[nH]1)Nc1cccc(S(=O)(=O)N2CCCCC2)c1	-9.8	12.8	-3.2	1.1	-5.2	1.4	9.3	-2.6	-3.1
CCOC(=O)c1ccccc1NC(=O)CC(C)CC(=O)O (configuration not stated)	-1.9	-5.5	-1.0	5.0	-1.2	-2.3	-2.6	-2.9	-3.2
Cc1cc(C)c2nc(N3CCC(C(=O)NCc4ccccn4)CC3)sc2c1	-11.2	-29.1	1.9	1.8	-5.2	1.3	-5.5	-3.7	-3.1
CCN1C(=O)C(O)(CC(=O)c2cccc(-n3cccc3)c2)c2ccccc21 (configuration not stated)	11.0	-21.2	0.8	-0.6	13.2	-1.8	-2.4	-2.2	0.5
COC(=O)C1=C(N)Oc2cc(C)[nH]c(=O)c2C1c1ccncc1 (configuration not stated)	5.9	1.4	7.5	2.4	5.5	-2.1	7.3	-2.8	-2.2
COc1cccc(-n2c(=O)c3ccccc3n3c(=S)[nH]nc23)c1	19.9	-12.3	-4.5	2.1	36.0*	-7.0	-3.6	-2.8	-1.6
CO/N=C/c1ccc(Sc2ccccc2N)c([N+](=O)[O-])c1	-39.4	3.4	2.0	-3.5	4.1	-0.6	0.9	-3.4	-1.0

structure	UBC9 SUMO inh	FID counter	IDE cell inh	IDE cell activ	PfM18AAP inh	pCIP destab	NS3 helicase inh	IMP-1 inhibitor	VIM-2 inhibitor
CCCCOC(=O)N1CCOCCOCCN(C(=O)OCCCC)CCOCCOCC1	18.7	-47.6	-4.8	3.5	-0.8	-16.6	-4.3	-3.1	-1.6
O=[N+]([O-])c1cccc(-c2nnc(C34CC5CC(CC(C5)C3)C4)o2)c1	3.4	-2.2	7.9	5.5	6.2	-3.5	11.3	-2.8	-1.6
Cc1cccc(NC(=O)COc2cccc3c2CCN(C)C3=O)c1C	-3.0	-8.0	3.8	5.1	-1.8	14.8	-4.9	-1.8	-2.1
CCc1ccc(Nc2ncc3c(n2)CC(C)CC3=O)cc1 (configuration not stated)	3.7	2.7	-1.8	4.1	-9.9	-3.6	-1.1	-2.8	-4.9
c1cncc(CSc2nnc(-c3cccnc3)n2Cc2ccco2)c1	5.5	-2.8	x	x	-1.2	-3.7	-0.3	-3.8	-0.4
c1ccc(-c2cnnc(SCc3cn4cccnc4n3)n2)cc1	33.1	-8.2	4.2	-1.2	-9.9	5.3	1.8	-3.9	0.5
O=C1CN(C(=O)c2ccc(F)cc2)c2ccccc2N1	11.6	-1.5	-4.5	6.1	-8.6	9.3	4.0	-1.9	0.4

# Arranged by length of the SMILES (rising): some entries from above
structure	UBC9 SUMO inh	FID counter	IDE cell inh	IDE cell activ	PfM18AAP inh	pCIP destab	NS3 helicase inh	IMP-1 inhibitor	VIM-2 inhibitor
CCc1ccc(Nc2ncc3c(n2)CC(C)CC3=O)cc1 (configuration not stated)	3.7	2.7	-1.8	4.1	-9.9	-3.6	-1.1	-2.8	-4.9
c1ccc(-c2cnnc(SCc3cn4cccnc4n3)n2)cc1	33.1	-8.2	4.2	-1.2	-9.9	5.3	1.8	-3.9	0.5
c1cncc(CSc2nnc(-c3cccnc3)n2Cc2ccco2)c1	5.5	-2.8	x	x	-1.2	-3.7	-0.3	-3.8	-0.4
Cc1cccc(NC(=O)COc2cccc3c2CCN(C)C3=O)c1C	-3.0	-8.0	3.8	5.1	-1.8	14.8	-4.9	-1.8	-2.1
CO/N=C/c1ccc(Sc2ccccc2N)c([N+](=O)[O-])c1	-39.4	3.4	2.0	-3.5	4.1	-0.6	0.9	-3.4	-1.0
CCCCOC(=O)N1CCOCCOCCN(C(=O)OCCCC)CCOCCOCC1	18.7	-47.6	-4.8	3.5	-0.8	-16.6	-4.3	-3.1	-1.6
COc1cccc(-n2c(=O)c3ccccc3n3c(=S)[nH]nc23)c1	19.9	-12.3	-4.5	2.1	36.0*	-7.0	-3.6	-2.8	-1.6
Cc1cc(C)c2nc(N3CCC(C(=O)NCc4ccccn4)CC3)sc2c1	-11.2	-29.1	1.9	1.8	-5.2	1.3	-5.5	-3.7	-3.1
CCN1C(=O)C(O)(CC(=O)c2cccc(-n3cccc3)c2)c2ccccc21 (configuration not stated)	11.0	-21.2	0.8	-0.6	13.2	-1.8	-2.4	-2.2	0.5
O=[N+]([O-])c1cccc(-c2nnc(C34CC5CC(CC(C5)C3)C4)o2)c1	3.4	-2.2	7.9	5.5	6.2	-3.5	11.3	-2.8	-1.6
O=C(COC(=O)c1cc(=O)[nH]c(=O)[nH]1)Nc1cccc(S(=O)(=O)N2CCCCC2)c1	-9.8	12.8	-3.2	1.1	-5.2	1.4	9.3	-2.6	-3.1
